Screening results deposited in PubChem BioAssay by several laboratories.
BCLXL inh = blocks human Bcl-xL binding to Bim BH3 peptide | Q07817 | GST-Bcl-xL / FITC-Bim BH3 peptide fluorescence polarization | inhibition, % at 10.9 µM | 320,000 compounds, 0.7% hits;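 active = inhibition above the mean of all tested compounds plus 3 SD, cutoff set per campaign, cut at about 30% in these data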;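 note: 0% = DMSO wells and 100% = unlabeled Bim-BH3 peptide competitor; inhibitors lower millipolarization by displacing the labeled peptide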
Target sequence (Q07817 whole entry, looked up): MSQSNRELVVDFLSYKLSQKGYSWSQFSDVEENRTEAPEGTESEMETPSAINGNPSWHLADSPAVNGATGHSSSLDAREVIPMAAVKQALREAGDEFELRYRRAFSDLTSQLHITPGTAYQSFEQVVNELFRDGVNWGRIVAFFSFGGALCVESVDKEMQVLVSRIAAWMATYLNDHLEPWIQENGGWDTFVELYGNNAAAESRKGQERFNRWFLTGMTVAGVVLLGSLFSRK
MCL1 BIM primary = MCL1-BIM-BH3 interaction inhibition (human). inhibition, % at 10.9 µM. AID 2057. 320,000 compounds, 0.68% hits. GST-MCL1 / FITC-Bim-BH3 fluorescence polarization;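 active = inhibition above the mean inhibition of all tested compounds plus 3 SD, set per campaign, cut at about 40% in these data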;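 note: 0% = DMSO wells and 100% = unlabeled Bim-BH3 peptide control; higher means more loss of mP so more displacement of Bim peptide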
Yeast superoxide = yeast age-related superoxide inhibition as caloric restriction mimetic; S. cerevisiae aged cells, superoxide DHE fluorescence; stronger effect = lower value; superoxide response (% of plate mean), % at 10 µM; 330,000 compounds, 0.18% hits;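 active = superoxide response under a set limit, about three screen SD below normal, cut at about 65% in these data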;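 note: yeast aged for seven days with compound at 30 °C before DHE staining; 100% = average MFI of all compound-treated wells on the plate with controls excluded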
VLA-4 inh = inhibition in a human VLA-4 binding assay. VLA-4 expressing cells, ligand binding flow cytometry. 330,000 compounds, 0.2% hits. inhibition, % (about 7 µM as worked out from the volumes in the protocol). AID 2557. P13612; in the data active = inhibition above about 50%
MEX-5 binding = C. elegans MEX-5 TCR-2 RNA binding activity; Q9XUB2; MEX-5/FITC-TCR2 RNA binding, fluorescence polarization; stronger effect = lower value; activity score (negative = inhibition of binding), % at 10 µM; 300,000 compounds, 0.38% hits; AID 1832;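 active = inhibition past about -25% in most replicates, and total fluorescence under double the plate's negative control median, limit read from the data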;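 note: 0% = DMSO and -100% = 5 µM competing unlabeled TCR2 RNA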
GRK2 inh = blocks RNA aptamer binding to human GRK2; inhibition of aptamer binding, % at 10 µM; 330,000 compounds, 0.59% hits; AID 488847; P25098; bead flow cytometry, FAM-aptamer displacement from GRK2;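 active = inhibition of aptamer binding above 40%, roughly 3 SD of noise, on plates passing a quality check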;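 note: median bead fluorescence of bound FAM aptamer so fluorescent compounds give negative values; no value below 0 was filed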
Target sequence (P25098 whole entry, looked up): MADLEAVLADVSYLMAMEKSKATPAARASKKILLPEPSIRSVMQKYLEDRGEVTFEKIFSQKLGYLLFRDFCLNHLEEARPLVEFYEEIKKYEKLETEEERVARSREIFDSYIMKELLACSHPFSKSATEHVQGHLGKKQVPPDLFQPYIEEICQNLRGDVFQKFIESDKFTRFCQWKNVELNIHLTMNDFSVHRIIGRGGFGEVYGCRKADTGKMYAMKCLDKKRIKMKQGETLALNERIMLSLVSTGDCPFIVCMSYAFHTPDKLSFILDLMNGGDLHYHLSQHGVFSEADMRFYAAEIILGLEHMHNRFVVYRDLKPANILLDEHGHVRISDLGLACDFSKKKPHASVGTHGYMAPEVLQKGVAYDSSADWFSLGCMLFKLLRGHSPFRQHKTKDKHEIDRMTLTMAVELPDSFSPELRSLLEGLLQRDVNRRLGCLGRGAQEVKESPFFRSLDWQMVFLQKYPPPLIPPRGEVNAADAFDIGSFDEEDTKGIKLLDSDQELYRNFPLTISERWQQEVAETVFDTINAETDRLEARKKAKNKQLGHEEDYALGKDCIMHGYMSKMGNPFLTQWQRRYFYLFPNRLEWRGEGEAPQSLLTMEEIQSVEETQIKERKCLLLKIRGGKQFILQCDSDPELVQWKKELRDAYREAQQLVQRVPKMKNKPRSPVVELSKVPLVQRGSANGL
CIT2-GFP yeast = modulators of TOR pathway CIT2-GFP in S. cerevisiae. S. cerevisiae CIT2-GFP strain, flow cytometry, 3 h; 100 means same as DMSO wells. GFP response vs DMSO, % at 10 µM. 320,000 compounds, 0.065% hits;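 active = GFP response relative to DMSO above a set limit, near the screen mean plus 3 SD, cut at about 150% in these data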;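 note: ratio of well median GFP fluorescence to mean of DMSO wells on the plate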
AGP1 TOR yeast = alters AGP1-GFP fluorescence in TOR pathway yeast screen | S. cerevisiae AGP1-GFP multiplex flow cytometry, 3 h; GFP as percent of DMSO wells | GFP response vs DMSO, % at 10 µM | 320,000 compounds, 0.02% hits | AID 2066;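 active = GFP response relative to DMSO above a set limit, near screen average plus 3 SD, cut at about 150% in these data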;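 note: median GFP channel fluorescence of the gated AGP1 strain per well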
GLD-1 TGE inh = GLD-1-TGE RNA interaction inhibition (C. elegans); 320,000 compounds, 0.44% hits; inhibition, % at 5.96 µM; AID 2280; purified GLD-1 + fluorescein TGE RNA, fluorescence polarization;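 active = percent inhibition above a per-plate cutoff, the plate mean of test compounds plus 3 SD, cut at about 30% in these data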;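 note: 0% = DMSO wells with GLD-1 and probe and 100% = wells lacking GLD-1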
Numbers without * were called inactive; · = no result given.

SMILES | BCLXL inh | MCL1 BIM primary | Yeast superoxide | VLA-4 inh | MEX-5 binding | GRK2 inh | CIT2-GFP yeast | AGP1 TOR yeast | GLD-1 TGE inh
Cc1ccc(NC(=O)CN2C(=O)COc3ccc(S(=O)(=O)N4CCOCC4)cc32)cc1F | 11 | 2 | 88 | 9 | 0.2 | 3 | 95 | 99 | 8
CCCCC(=O)N=c1sc2c(OC)ccc(OC)c2n1C | 8 | 1 | 89 | -4 | 0.4 | 0 | 91 | 102 | -2
O=C(/C=C/c1ccc(Br)o1)Nc1nccs1 | 6 | 6 | 117 | 2 | 0.2 | 12 | 113 | 115 | 4
Cc1cc(C)c2c(N)c(C(=O)NN3CC(=O)N(c4cccc(Cl)c4)CC3=O)sc2n1 | 5 | 5 | 96 | 0 | -1.3 | 3 | 100 | 108 | 4
O=C(CCCOc1ccc(Cl)cc1)Nc1cccc(C(=O)O)c1 | 7 | 7 | 106 | 4 | -1.2 | 1 | 98 | 104 | -2
CCOC(=O)c1sc2nccc(N(C)C)c2c1N=CNOCc1ccccc1 | 6 | -4 | 114 | 2 | -1.3 | 5 | 90 | 91 | -1
COc1ccc(/C(N)=N/OC(=O)c2cccc([N+](=O)[O-])c2C)cc1 | 5 | 0 | 90 | 11 | -0.1 | 0 | 102 | 90 | 0
Cc1ccc(N(CN2C(=O)c3ccccc3C2=O)C(=O)c2ccc([N+](=O)[O-])cc2[N+](=O)[O-])cc1 | 9 | 9 | 125 | -9 | 0.6 | 5 | 99 | 105 | 9
CSc1cccc(CNC(=O)C2CCC(=O)N(CCCN3CCCC3=O)C2)c1 (centres undefined) | 4 | 11 | 110 | -9 | 3.4 | 0 | 104 | 98 | 5
COc1cccc(CNC(=O)c2ccc(NC(=O)CC3SC(N4CCCC4)=NC3=O)cc2)c1 (centres undefined) | 9 | 8 | 99 | -6 | · | 0 | 97 | 103 | 2
CC(C)C[C@H](NC(=O)c1[nH]cnc1C(=O)N[C@@H](C)c1ccccc1)C(=O)OC(C)(C)C | 1 | 4 | 105 | 27 | -1.0 | 3 | 97 | 96 | -9
O=C(N/N=C/c1cccs1)c1ccc2ccccc2c1 | 2 | 8 | 100 | -2 | -0.5 | 0 | 86 | 82 | -2
CC(=O)c1nn(-c2ccc(Br)cc2)cc1C(=O)c1ccco1 | 3 | 4 | 101 | -3 | -4.9 | 2 | 82 | 83 | -4
CCc1c(C(=O)Nc2ccc(C)c(C)c2)[nH]c(C)c1C(C)=O | 1 | 0 | 84 | 2 | -1.1 | 2 | 110 | 103 | 3
CSc1nnc(NC(=O)C2CCCCC2)s1 | -3 | -1 | 96 | -19 | · | 0 | 85 | 94 | 7
CC(OC(=O)c1ccc(S(=O)(=O)NCc2ccco2)cc1)C(=O)Nc1ccc(Cl)cn1 (centres undefined) | 7 | 12 | 92 | 13 | 1.9 | 12 | 100 | 75 | 3
CCN(Cc1ccccc1)C(=O)CN1C(=O)COc2ccc(S(=O)(=O)N3CCCCCC3)cc21 | -5 | 0 | 76 | 5 | 2.4 | 0 | 112 | 103 | 7
O=c1ccc(-c2ccc(S(=O)(=O)Nc3ccccc3Cl)o2)n[nH]1 | 9 | 8 | 113 | 5 | -0.7 | 2 | 99 | 98 | 0
COc1ccc(-c2n[nH]c(=S)n2Cc2ccccc2)cc1OC | -19 | -14 | 98 | 8 | 4.3 | 1 | 96 | 98 | 9
C[N+](C)(C)CCCC(=O)c1ccc2c(c1)OCO2 | 7 | -1 | 99 | -2 | -1.3 | 0 | 99 | 100 | -2
CSc1nc(C)c(Cl)c(C)c1C#N | 8 | 0 | 102 | -5 | 2.0 | 15 | 96 | 93 | 1
CSc1ccc(CCNS(=O)(=O)c2ccc3c(c2)C(C)(C)C(=O)N3C)cc1 | 0 | 0 | 114 | 4 | -0.9 | 0 | 95 | 95 | -6
CCCOc1cccc(C(=O)N(Cc2ccccc2)C2CCS(=O)(=O)C2)c1 (centres undefined) | 1 | 2 | 95 | 2 | 2.0 | 0 | 104 | 105 | 9
CN(Cc1ccccc1)C(=O)c1cn(C)c2ccc(S(=O)(=O)N3CCCC3)cc2c1=O | 2 | -4 | 127 | 6 | 0.3 | 0 | 112 | 102 | 3
Cc1cc(C)cc(OCC(=O)OCC(=O)Nc2ccc(Cl)cn2)c1 | 5 | -10 | 101 | 20 | -1.3 | 0 | 104 | 106 | -4

Further results follow.
SMILES | BCLXL inh | MCL1 BIM primary | Yeast superoxide | VLA-4 inh | MEX-5 binding | GRK2 inh | CIT2-GFP yeast | AGP1 TOR yeast | GLD-1 TGE inh
O=C(O)c1cccc(NC(=S)NC(NC(=O)c2ccccc2[N+](=O)[O-])C(Cl)(Cl)Cl)c1 (centres undefined) | 5 | -1 | 95 | 4 | -0.8 | 3 | 102 | 100 | 4
O=C(OC(C(=O)NC1CCCC1)c1ccncc1)C1=Cc2ccccc2OC1 (centres undefined) | 4 | 1 | 98 | 42 | -0.3 | 0 | 101 | 99 | -6
COc1ccc(NC(=O)O/N=C/c2ccc(N(C)C)cc2)cc1 | 5 | 4 | 116 | 10 | 1.7 | 1 | 103 | 92 | 4
O=C(NCCCn1ccnc1)c1cc(C2CC2)on1 | -1 | -2 | 112 | 16 | 2.3 | 0 | 100 | 99 | 5
Cc1ncoc1C(=O)N1CCCC(N2CCN(c3cccc(C(F)(F)F)c3)CC2)C1 (centres undefined) | 3 | -3 | 119 | 9 | 2.5 | 0 | 102 | 96 | -2
CCCC(=O)Oc1cccc(C2NC(=O)c3ccccc3O2)c1 (centres undefined) | 4 | 9 | 107 | 15 | -1.1 | 7 | 108 | 107 | 7
COC(=O)[C@H](C)NC(=O)NCCC1=CCCCC1 | 2 | -5 | 108 | 4 | 2.7 | · | 97 | 105 | -3
CCCCCC(C)NC(=O)CN1C(=O)NC(C)(c2ccc3ccccc3c2)C1=O (centres undefined) | 5 | -2 | 107 | 3 | -0.7 | 4 | 103 | 101 | 0
O=C(NCC(c1cccnc1)N1CCOCC1)c1cccs1 (centres undefined) | 2 | 2 | 100 | -3 | -1.1 | 1 | 100 | 106 | 0
COc1cc(C(F)(F)F)nc2c(Br)c(C(C)(C)C)nn12 | 1 | 3 | 109 | 6 | 0.1 | 0 | 97 | 97 | -2
CC(NC(=O)NC12CC3CC(CC(C3)C1)C2)c1ccc2c(c1)OCO2 (centres undefined) | 8 | 2 | 101 | 14 | -0.2 | 0 | 84 | 100 | 1
Cc1ccc(S(=O)(=O)NC(=O)N2CCCN(Cc3ccc(F)cc3)CC2)cc1 | 5 | 0 | 100 | 10 | -2.7 | 0 | 91 | 96 | 0
CCN(Cc1ccccc1)Cc1ccc(OCc2ccccc2)c(OC)c1 | 3 | -2 | 103 | 19 | 1.8 | 2 | 107 | 94 | -2
CCn1c(C)c(C(C)=O)c(SC)nc1=S | -1 | 12 | 105 | 10 | 0.4 | 0 | 79 | 100 | -5
C=CC[C@@H](CC(=O)N[C@@H](CO)Cc1ccccc1)C(=O)N[C@@H](COC(=O)[C@H](CC=C)CC(=O)OC(C)(C)C)Cc1c[nH]c2ccccc12 | · | · | 91 | -7 | · | 0 | 94 | 99 | 5
Cc1cc(Cl)ccc1NC(=O)COC(=O)c1nc2nccc(C)n2n1 | 1 | -2 | 114 | 17 | 2.1 | 2 | 90 | 102 | 6
CCN(CC)S(=O)(=O)c1ccc(C)c(NC(=O)COc2ccc3c(C)cc(=O)oc3c2)c1 | -1 | 6 | 103 | 5 | 0.0 | 2 | 96 | 92 | -1
COc1ccccc1N1CCN(Cc2nc3ccsc3c(=O)[nH]2)CC1 | 5 | 8 | 109 | -6 | 1.5 | 1 | 102 | 108 | 11
CCOc1ccc(NC(=O)CN(C)C(=O)CCNC(=O)c2ccccc2Cl)cc1OCC | -8 | -4 | 103 | -2 | -1.6 | 2 | 86 | 88 | -1
CC(C)CCNC(=O)CCn1nc(-c2ccccc2)ccc1=O | 1 | -3 | 101 | 8 | 1.9 | 0 | 105 | 106 | 2
COc1cc(OC)c(NC(=O)CCNC(=O)Cn2ccc3ccccc3c2=O)cc1Cl | 6 | 2 | 98 | 8 | 0.1 | 2 | 90 | 95 | 1
COc1cccc(-n2c(SCC(=O)Nc3cc(C)on3)nc3ccccc3c2=O)c1 | -1 | -4 | 85 | -5 | 0.0 | 5 | 99 | 96 | 8
CCCCCCCC(=O)N/N=C/c1cccnc1 | 2 | 2 | 115 | 6 | -2.5 | 4 | 101 | 102 | 6
Cc1ccc(NC(=O)C2CCCN2C(=O)Oc2ccccc2)cc1 (centres undefined) | 6 | 2 | 105 | 7 | -0.4 | 2 | 106 | 104 | 8
CC(=O)N1CCOc2ccc(S(=O)(=O)Nc3cccc(C)c3)cc21 | 7 | -1 | 104 | -10 | 1.3 | 2 | 101 | 103 | 2

Next results follow:
SMILES | BCLXL inh | MCL1 BIM primary | Yeast superoxide | VLA-4 inh | MEX-5 binding | GRK2 inh | CIT2-GFP yeast | AGP1 TOR yeast | GLD-1 TGE inh
CC(C)(C)n1cnc2cc(NCc3ccc(Br)cc3)ccc21 | -6 | 11 | 92 | -2 | 1.4 | 0 | 95 | 98 | -5
CCc1ccc(NC(=O)CSc2nc(=O)n(CCCN3CCOCC3)c3c2CCCC3)cc1 | -2 | -1 | 100 | 26 | 1.1 | 0 | 118 | 110 | 0
CCOC(=O)c1c(-c2ccccc2)csc1N1C(=O)Nc2ccccc2N1O | 1 | 2 | 129 | 2 | -2.1 | 1 | 93 | 92 | -2
Cc1cccc(NS(=O)(=O)c2cc(C(=O)N3CCCC3)ccc2Cl)c1 | 5 | 1 | 89 | 11 | -0.9 | 2 | 97 | 96 | 3
O=C(CN1CCc2ccccc2C1)Nc1ccccc1Cl | 12 | 8 | 103 | -3 | 1.0 | 0 | 103 | 102 | 1
CN1C/C(=C/c2cccnc2)C(=O)/C(=C/c2cccnc2)C1 | 11 | 11 | 95 | 29 | · | 3 | 98 | 93 | 10
COc1ccc(C(=O)/C=C/c2cc(OC)c(O)c(OC)c2)c(F)c1 | 10 | 15 | 108 | -158 | 15 | 2 | · | · | -18
CCOC(=O)C(C)N(c1ccccc1Cl)S(C)(=O)=O (centres undefined) | -1 | 3 | 95 | 0 | · | 0 | 74 | 84 | 3
O=C(Nc1ccnn1C1CCN(C(=O)c2ccc(C(F)(F)F)cc2)CC1)C1CC1 | 3 | 5 | 113 | -94 | 1.2 | 5 | 109 | 113 | 0
COc1cccc(N2CCN(c3ccc([N+](=O)[O-])cn3)CC2)c1 | 2 | 2 | 102 | -7 | 0.7 | 3 | 104 | 104 | 2
COc1cccc(NC(=O)C(C)C)c1 | -1 | 1 | · | · | -1.5 | · | · | · | 4
CC(NC(=S)N1CCN(c2ccccc2)CC1)c1ccccc1 (centres undefined) | 0 | 6 | 100 | 12 | -1.1 | 3 | 103 | 108 | -3
CCN1CCCC1CNC(=O)c1cc(S(=O)(=O)CC)c(N)cc1OC (centres undefined) | 0 | 5 | 96 | 46 | -1.8 | 1 | 102 | 103 | 0
CC(C)(C)c1ccc(/C=N/NC(=O)C(=O)NCCCN2CCOCC2)cc1 | 6 | 5 | 94 | -3 | -4.2 | 0 | 98 | 99 | 7
Cc1ccc(-c2sc(-c3cccnc3)nc2CC(=O)O)cc1 | 0 | -1 | 104 | 3 | -2.2 | 0 | 95 | 96 | -5
